Screening results as filed in PubChem BioAssay.
A-T KAP1 phos: potential ataxia-telangiectasia treatment; […] A-T fibroblasts, KAP-1 phosphorylation AlphaLISA; neocarzinostatin DNA damage 30 min before lysis; Potency, µM (titrated, usually from 57.5 µM), for inactives: at the highest dose activation, hits mostly activators; hit rate 0.19% among 320,000; AID 485349; also: potency is read from the fitted curve at half-maximal effect; % of control where 0% means no effect; nearly all actives have a fitted effect of over 45% in size
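hTERT-immortalized A-T patient fibroblasts ([…]), 500 cells/well in OPTI-MEM, 1% FBS, got compounds for 60 min, then NCS for 30 min at 37C. Lysates were then assayed for phospho-KAP-1 by AlphaLISA (anti-pKAP1 donor, anti-KAP1 acceptor beads), 6 hr at 25C.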
KCNH2 WT inh: blocks the wildtype human KCNH2 potassium channel; Q12809; U2OS, BacMam KCNH2, thallium flux FluxOr; stronger effect = lower value; activity change, % at 1.84 µM; hit rate 0.37% among 340,000; AID 720551;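 active = maximum activity change below -70%; inconclusive = maximum activity change between -70% and -50%; inactive = maximum activity change above -50%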; also: % is scaled to controls: 0 for no effect and ±100 for the full control effect
Target sequence (Q12809 whole entry, looked up): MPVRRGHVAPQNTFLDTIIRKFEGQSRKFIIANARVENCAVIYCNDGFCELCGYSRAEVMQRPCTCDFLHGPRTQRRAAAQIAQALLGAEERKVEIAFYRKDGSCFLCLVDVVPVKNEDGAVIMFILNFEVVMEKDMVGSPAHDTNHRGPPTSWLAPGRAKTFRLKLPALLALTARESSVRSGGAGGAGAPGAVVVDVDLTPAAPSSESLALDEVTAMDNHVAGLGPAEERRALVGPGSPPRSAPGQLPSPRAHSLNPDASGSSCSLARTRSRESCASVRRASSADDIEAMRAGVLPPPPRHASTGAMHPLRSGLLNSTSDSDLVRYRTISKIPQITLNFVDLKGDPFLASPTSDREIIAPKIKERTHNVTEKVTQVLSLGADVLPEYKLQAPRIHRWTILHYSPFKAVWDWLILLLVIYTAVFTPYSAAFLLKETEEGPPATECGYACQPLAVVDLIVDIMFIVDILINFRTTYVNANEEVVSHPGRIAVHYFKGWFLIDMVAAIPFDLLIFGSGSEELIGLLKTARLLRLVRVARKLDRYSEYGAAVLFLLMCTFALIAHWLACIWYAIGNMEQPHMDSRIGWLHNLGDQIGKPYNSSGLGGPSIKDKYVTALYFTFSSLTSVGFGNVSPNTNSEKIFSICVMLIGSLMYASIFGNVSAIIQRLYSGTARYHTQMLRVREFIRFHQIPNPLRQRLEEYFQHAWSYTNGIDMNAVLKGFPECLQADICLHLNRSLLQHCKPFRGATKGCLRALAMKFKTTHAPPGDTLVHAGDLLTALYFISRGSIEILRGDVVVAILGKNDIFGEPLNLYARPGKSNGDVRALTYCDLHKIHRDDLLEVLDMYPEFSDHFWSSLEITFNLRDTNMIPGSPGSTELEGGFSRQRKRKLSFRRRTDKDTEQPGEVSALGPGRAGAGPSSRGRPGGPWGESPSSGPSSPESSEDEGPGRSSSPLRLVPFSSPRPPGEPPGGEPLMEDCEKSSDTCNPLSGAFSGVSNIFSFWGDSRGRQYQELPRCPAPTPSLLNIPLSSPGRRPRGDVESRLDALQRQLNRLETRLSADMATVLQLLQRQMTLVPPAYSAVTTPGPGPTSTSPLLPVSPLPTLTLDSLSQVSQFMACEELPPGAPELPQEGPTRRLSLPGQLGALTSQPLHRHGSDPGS
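U2OS cells were transduced with wild-type KCNH2 virus (2.03 x 10^8 / mL) for 4 h at room temperature, then cultured overnight at 37 C. Thallium flux was read with FluxOr dye. Rate constants were normalized to DMSO controls.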
Eya2 phos inh: Eya2 (human) phosphatase inhibition. recombinant Eya2, OMFP fluorescence dephosphorylation (OMFP is methylfluorescein phosphate). Potency, µM (doses to about 76.9 µM), without a hit: at the top dose activity, negative = inhibition, hits mostly inhibitors. O00167. hit rate 0.006% among 330,000; also: potency is read from the fitted curve at half-maximal effect; % is scaled to controls: 0 for no effect and ±100 for the full control effect
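Eya2 protein (added as 0.2 uM solution) was preincubated with compound for 10 min at ambient temperature in 50 mM HEPES pH 7.5, 50 mM NaCl, 5 uM MgCl2, 0.05% BSA, 1 mM DTT. OMFP (added at 50 uM) then reacted 10 min; fluorescence read at 485/525 nm.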
USP2a block: USP2a (human) protease inhibition | O75604 | USP2 core, Ub-CHOP2 coupled fluorogenic reporter, 485/531 | Potency, µM (titrated, usually from 38.3 µM), without a hit: at the top dose activity change, negative = inhibition, most hits filed as inhibitors | hit rate 0.01% among 330,000;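 also: potency is read from the fitted curve at half-maximal effect; plate controls were DMSO wells for no effect and full inhibition by NEM control for full effect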
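Cell-free coupled assay: 10nM USP2 core preincubated 30min RT with compound in Tris-HCl pH 8.0/CaCl2/CHAPS buffer, then 25nM Ub-CHOP2 and 25nM reporter substrate; fluorescence (Ex 485/Em 531) read after 60min RT, normalized to NEM inhibition, concentration-response curves fitted.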
TSHR antagonist: antagonists of human thyroid stimulating hormone receptor; P16473; activity change, negative = inhibition, % at 11.5 µM; hit rate 0.2% among 330,000; TSHR-expressing cells, TSH-stimulated cAMP HTRF, 2 h; stronger effect = lower value;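 active = activity change below a set negative limit, meaning inhibition stronger than a set level, cut at about -70% in these data; inconclusive = activity change between two set negative limits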; also: % is scaled to controls: 0 for no effect and ±100 for the full control effect
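Freshly harvested TSHR cells receive pin-tooled compound, then EC80 TSH at 4nM final. After 2 hours at 37 deg C, antibody in lysis buffer and cAMP-d2 are added; 30 minutes at ambient temperature precede the HTRF read.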
ELG1 repair inh: blocks ELG1-dependent DNA repair in HEK293T cells; HEK293T ELG1-luciferase reporter, luminescence, 16 h; DNA damage induced by 5-fluorouridine; Potency, µM (highest dose often 46.1 µM), without a hit: at the top dose activity change, negative = inhibition, actives largely listed as inhibitors; hit rate 2.3% among 330,000; AID 504467; also: potency is read from the fitted curve at half-maximal effect; % is scaled to controls: 0 for no effect and ±100 for the full control effect; nearly all actives have a fitted effect of over 55% in size
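HEK293T cells expressing luciferase-tagged ELG1 (2,000/well) received 5-Fluorouridine plus compound or DMSO for 16 hr at 37 °C. Luciferase was read by ONE-Glo luminescence after 30 min at room temperature.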
Mito fusion act: inhibitors of mitochondrial division or activators of mitochondrial fusion; S. cerevisiae fusion-defective mutant growth rescue, CellTiterGlo 48 h; Potency, µM (series often up to 46.1 µM), for the others: at the top dose growth rescue (activation), usual class: activators; hit rate 0.23% among 320,000;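 also: potency is read from the fitted curve at half-maximal effect; % of control where 0% means no effect; nearly all actives have a fitted effect of over 45% in size; temperature-sensitive fusion mutants such as fzo1-1 at 37 °C on non-fermentable ethanol glycerol medium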
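Temperature-sensitive fusion-defective S. cerevisiae (e.g. fzo1-1, mgm1-5) were grown with compound in YPEG medium (3% ethanol, 3% glycerol) for 48 hours at 37C. Growth rescue was measured as viability by CellTiterGlo luminescence after 10 minutes at ambient.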
KCNH2 3.1 inh: blocks the human KCNH2 3.1 channel isoform | U2OS KCNH2 3.1, thallium flux FluxOr; stronger effect = lower value | activity change, % (tested at about 1.8 µM) | hit rate 0.95% among 340,000 | AID 720553;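 active = maximum activity change below -70%; inconclusive = maximum activity change from -70% to -50%; inactive = maximum activity change above -50%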;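 also: thallium influx rate constant from kinetic fluorescence after stimulation buffer; % is scaled to controls: 0 for no effect and ±100 for the full control effect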
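Normalized rate constant (relative to positive and negative DMSO controls) derived from a 2 min kinetic fluorescence read after stimulation; U2OS cells expressing the 3.1 isoform via virus at 1.77 x 10^8 /mL.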
TRPV1 agonist: agonists of human vanilloid receptor 1 (TRPV1) | Q8NER1 | activation, % at 8.33 µM | TRPV1-expressing cells, Fluo-8 calcium influx, agonist mode | AID 540275 | hit rate 0.19% among 320,000; in the data active = activation above about 80%; inconclusive = between about 30% and that limit; also: 0% is about no effect
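Fluo-8 calcium influx in TRPV1-expressing cells, kinetic read (ex 480/em 520 nm). Compound added and read 3 min for agonist activity, followed by capsaicin at EC20 final and 2 min further read for enhancement.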
TCR activator: T cell receptor activation; primary human leukocytes, anti-CD3, IL-2 HTRF, 48 h; Potency, µM (doses to about 9.22 µM), for the others: top-dose activation of IL-2 secretion, hits mostly activators; 330,000 tested, under 10 active; also: % of control where 0% means no effect
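TCR engagement came from a-CD3 beads alone, with compounds added to primary human leukocytes for 48 hr. Secreted IL-2 bridged europium cryptate- and d2-labelled anti-IL-2 antibodies, giving FRET emission at 665nm after 320nm excitation.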
Active calls of the source: *; [ ] = remark or other dose. Unless noted, calls follow the shape of the dose curve; as a rule, active = well fitted curve in the direction sought with a large enough effect; inconclusive = small, poorly fitted or top-dose-only effect, or another doubt; inactive = no such curve, though single readings can be large; an effect the other way counts as inactive or inconclusive. Not all compounds are listed. The share of hits here may be higher or lower than overall.

`CCSc1nnc(NC(=O)COc2ccc3ccccc3c2)s1` gave A-T KAP1 phos 8%, KCNH2 WT inh -19, Eya2 phos inh -1%, USP2a block 0%, TSHR antagonist -16, ELG1 repair inh 8%, Mito fusion act -2%, KCNH2 3.1 inh 18, TRPV1 agonist 2 and TCR activator -13%.
CCOc1ccc(OCCCC(=O)N2CCN(S(=O)(=O)c3ccccc3C#N)CC2)cc1 was read as A-T KAP1 phos 3%, KCNH2 WT inh 19, Eya2 phos inh 3%, USP2a block 4%, ELG1 repair inh inconclusive, KCNH2 3.1 inh -13 and TCR activator 2%.
Screening CCCCCOC(=O)Cn1c(=O)c2c(nc(N3CCOCC3)n2C)n(C)c1=O returned A-T KAP1 phos 2%, KCNH2 WT inh -2, Eya2 phos inh 9%, USP2a block 2%, TSHR antagonist -1, ELG1 repair inh inconclusive, Mito fusion act -2%, KCNH2 3.1 inh -5, TRPV1 agonist -2 and TCR activator 2%.
For COc1cccc(CN2C(=O)NC3(CCCCCC3)C2=O)c1 the results were A-T KAP1 phos 2%, KCNH2 WT inh -6, Eya2 phos inh -12%, USP2a block 3%, TSHR antagonist 0, ELG1 repair inh 13%, Mito fusion act -4%, KCNH2 3.1 inh -6, TRPV1 agonist -1 and TCR activator 2%.
Screening CN(CC(=O)N1CCCCC1)S(=O)(=O)c1ccc(Cl)cc1 returned A-T KAP1 phos 8%, KCNH2 WT inh 2, Eya2 phos inh -7%, USP2a block -1%, TSHR antagonist 30, ELG1 repair inh inconclusive, Mito fusion act 0%, KCNH2 3.1 inh 7, TRPV1 agonist 20 and TCR activator -1%.
COc1ccccc1N1CCN(C(=O)c2ccc(CN3CCOCC3)cc2)CC1 was read as A-T KAP1 phos -4%, KCNH2 WT inh -6, Eya2 phos inh 1%, USP2a block 0%, TSHR antagonist 5, ELG1 repair inh 1%, Mito fusion act -1%, KCNH2 3.1 inh -4, TRPV1 agonist -2 and TCR activator 0%.
For Cc1cc(C)cc(NC(=O)c2nccnc2C(=O)O)c1 the results were A-T KAP1 phos 14%, KCNH2 WT inh -12, Eya2 phos inh 26%, USP2a block -1%, TSHR antagonist 10, ELG1 repair inh -1%, Mito fusion act 3%, KCNH2 3.1 inh 15, TRPV1 agonist -5 and TCR activator 4%.
For O=C(Nc1ccc2c(c1)C(=O)NC2=O)c1cccc(C(F)(F)F)c1 the results were A-T KAP1 phos 4%, KCNH2 WT inh 24, Eya2 phos inh -3%, USP2a block 1%, TSHR antagonist 9, ELG1 repair inh -2%, Mito fusion act 1%, KCNH2 3.1 inh -1, TRPV1 agonist 25 and TCR activator -5%.
O/N=C/c1cn(-c2ccccc2)nc1-c1cccnc1 was read as A-T KAP1 phos 3%, KCNH2 WT inh -9, Eya2 phos inh -12%, USP2a block 0%, TSHR antagonist 17, ELG1 repair inh 15%, Mito fusion act 5%, KCNH2 3.1 inh 8, TRPV1 agonist 18 and TCR activator -24%.
CCN(CC(=O)Nc1cc(Cl)ccc1C)C(=O)COc1ccccc1F was read as A-T KAP1 phos 1%, KCNH2 WT inh -9, Eya2 phos inh -4%, USP2a block 2%, TSHR antagonist 4, ELG1 repair inh -5%, Mito fusion act 14%, KCNH2 3.1 inh -26, TRPV1 agonist 3 and TCR activator 6%.
For Cc1cc(NS(=O)(=O)c2ccc(NC(=O)CSc3nnc(-c4ccco4)n3N)cc2)nc(C)n1 the results were A-T KAP1 phos -3%, KCNH2 WT inh -10, Eya2 phos inh -5%, USP2a block 2%, TSHR antagonist 1, ELG1 repair inh 13%, Mito fusion act -1%, KCNH2 3.1 inh -8, TRPV1 agonist 1 and TCR activator 1%[46.1 µM].
COc1ccc(N2CCN(S(=O)(=O)c3ccc(OC)c(C(=O)N4CCOCC4)c3)CC2)cc1 was read as A-T KAP1 phos -2%, KCNH2 WT inh -2, Eya2 phos inh -2%, USP2a block 4%, TSHR antagonist 28, ELG1 repair inh -10%, Mito fusion act -18%, KCNH2 3.1 inh -14, TRPV1 agonist 0 and TCR activator 1%.
For O=C(O)CC(NC(=O)C(c1ccccc1)c1ccccc1)c1ccco1 (stereo not drawn) the results were A-T KAP1 phos -11%, KCNH2 WT inh -9, Eya2 phos inh 0%, USP2a block 3%, TSHR antagonist -1, ELG1 repair inh 15%, Mito fusion act 0%, KCNH2 3.1 inh 0, TRPV1 agonist -1 and TCR activator -1%.
For O=C(/C=C/Nc1ccc(F)cc1F)c1cccs1 the results were A-T KAP1 phos 14%, KCNH2 WT inh 4, Eya2 phos inh -3%, USP2a block 1%, TSHR antagonist 8, ELG1 repair inh inconclusive, Mito fusion act -2%, KCNH2 3.1 inh -6, TRPV1 agonist inconclusive and TCR activator -1%[46.1 µM].
For O=[N+]([O-])c1cc(Cc2ccccc2)cc(C=Nc2ccc(N3CCOCC3)cc2)c1O the results were A-T KAP1 phos -4%, KCNH2 WT inh 1, Eya2 phos inh 0%, USP2a block 2%, TSHR antagonist inconclusive, ELG1 repair inh -7%, Mito fusion act 0%, KCNH2 3.1 inh -5, TRPV1 agonist 0 and TCR activator 5%[46.1 µM].
O=C(CN1CCCCCC1)Nc1cccc2c1OCO2 was read as A-T KAP1 phos 8%, KCNH2 WT inh -7, Eya2 phos inh 9%, USP2a block 1%, TSHR antagonist -6, ELG1 repair inh -2%, Mito fusion act -1%, KCNH2 3.1 inh 0, TRPV1 agonist -1 and TCR activator -2%.
Fc1cc(F)cc(-c2oncc2-c2nnnn2-c2ccccc2)c1 was read as A-T KAP1 phos -5%, KCNH2 WT inh 5, Eya2 phos inh -15%, USP2a block 2%, TSHR antagonist -11, ELG1 repair inh -10%, Mito fusion act 5%, KCNH2 3.1 inh -7, TRPV1 agonist 2 and TCR activator 1%[46.1 µM].
For COC(=O)N/N=C/c1ccc(OC(=O)/C=C/c2ccco2)cc1 the results were A-T KAP1 phos -11%, KCNH2 WT inh 7, Eya2 phos inh 18%, USP2a block 1%, TSHR antagonist -2, ELG1 repair inh 5%, Mito fusion act 0%, KCNH2 3.1 inh 13 and TCR activator -2%.
`CSc1nnc(N(CCC#N)CCC#N)s1` gave A-T KAP1 phos 6%, KCNH2 WT inh -8, Eya2 phos inh 14%, USP2a block 1%, TSHR antagonist -19, ELG1 repair inh 4%, Mito fusion act 0%, KCNH2 3.1 inh 0, TRPV1 agonist 5 and TCR activator 7%.
For Cn1c(CSCc2ccc(Cl)cc2)nnc1SCC(=O)Nc1nc2ccccc2s1 the results were KCNH2 WT inh 5, Eya2 phos inh -14%, USP2a block 5%, TSHR antagonist -2, ELG1 repair inh 0%, Mito fusion act -2%, KCNH2 3.1 inh -7, TRPV1 agonist -2 and TCR activator -1%.
For CCc1ccc(N2CC(C(=O)OCC(=O)Nc3cc(C)on3)CC2=O)cc1 (stereo not drawn) the results were A-T KAP1 phos 1%, KCNH2 WT inh 1, Eya2 phos inh -2%, USP2a block 3%, TSHR antagonist -1, ELG1 repair inh 7%, Mito fusion act -3%, KCNH2 3.1 inh 3, TRPV1 agonist 9 and TCR activator -18%.
Screening COc1cc2[nH]c3c(N4CCN(c5ccc(Cl)cc5)CC4)ncnc3c2cc1OC returned A-T KAP1 phos 13%, KCNH2 WT inh 9, Eya2 phos inh -12%, USP2a block 2%, TSHR antagonist -34, ELG1 repair inh -7%, Mito fusion act -7%, KCNH2 3.1 inh -13 and TRPV1 agonist -2.
`Cc1ccccc1C(=O)Nc1cc(-c2cc(C(C)(C)C)oc2C)nn1C` gave A-T KAP1 phos -1%, KCNH2 WT inh 4, Eya2 phos inh -13%, USP2a block -5%, TSHR antagonist -1, ELG1 repair inh inconclusive, Mito fusion act 8%, KCNH2 3.1 inh -10, TRPV1 agonist 16 and TCR activator -6%.
`Cc1cccc(C)c1NC(=O)CN(C)C(=O)c1ccccc1Cc1ccccc1` gave A-T KAP1 phos 7%, KCNH2 WT inh -2, Eya2 phos inh 13%, USP2a block 1%, TSHR antagonist -3, ELG1 repair inh -10%, Mito fusion act 14%, KCNH2 3.1 inh -1, TRPV1 agonist 5 and TCR activator -8%.
`O=c1oc2c(-c3ccc([N+](=O)[O-])cc3)cc(O)cc2s1` gave A-T KAP1 phos -3%, KCNH2 WT inh 4, Eya2 phos inh -6%, USP2a block 3%, TSHR antagonist 1, ELG1 repair inh -3%, Mito fusion act 0%, KCNH2 3.1 inh -9, TRPV1 agonist -2 and TCR activator -5%.
COc1cc(C)nc(NS(=O)(=O)c2ccc(C)cc2)n1 was read as A-T KAP1 phos 1%, KCNH2 WT inh 7, Eya2 phos inh -20%, USP2a block -9%, TSHR antagonist 4, ELG1 repair inh 2%, Mito fusion act 3%, KCNH2 3.1 inh 7, TRPV1 agonist -4 and TCR activator -1%.
